BaF3 tox: parental Ba/F3 cell viability inhibition, counter-screen for JAK2V617F inhibitor project, murine pro-B, CellTiter-Glo luminescence; CellTiter-Glo ATP luminescence; inhibition, % at 5.6 µM; hit rate 1.1% among 220,000; AID 1486, 2009;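 active = inhibition above a per-campaign cutoff, the mean inhibition of all tested compounds plus 3 SD, cut at about 27% in these data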;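 also: 0% = DMSO wells and 100% = JAK Inhibitor I control wells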
S1P4 antag: S1P4 receptor antagonists, primary screen, cell-based. Sphingosine 1-phosphate receptor 4 (Homo sapiens), O95977. S1P4-expressing cells, antagonist mode, reporter read-out. inhibition, % at 4.98 µM. hit rate 0.26% among 220,000; in the data active = inhibition above about 29%;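 also: 0% = wells stimulated with agonist and 100% = vehicle wells without agonist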
Target sequence (O95977 whole entry, looked up): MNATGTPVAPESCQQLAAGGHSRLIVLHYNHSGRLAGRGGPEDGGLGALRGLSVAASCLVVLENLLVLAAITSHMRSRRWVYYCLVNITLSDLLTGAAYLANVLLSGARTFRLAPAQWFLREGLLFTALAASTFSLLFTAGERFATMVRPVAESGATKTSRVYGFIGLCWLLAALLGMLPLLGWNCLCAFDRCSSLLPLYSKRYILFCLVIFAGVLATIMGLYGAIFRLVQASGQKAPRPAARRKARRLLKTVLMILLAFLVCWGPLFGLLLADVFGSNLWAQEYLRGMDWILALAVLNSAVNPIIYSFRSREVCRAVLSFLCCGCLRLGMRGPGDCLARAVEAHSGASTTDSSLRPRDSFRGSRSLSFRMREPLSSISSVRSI
NPY1 pot ag: NPY-Y1 receptor potentiators or agonists, primary screen, cell-based; NPY-Y1 expressing cells, potentiator/agonist activation; Neuropeptide Y receptor type 1 (Homo sapiens), P25929; activation, % at 3.6 µM; hit rate 0.37% among 220,000; in the data active = activation above about 33%, passing the limit was not always enough;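 also: cells stimulated with NPY at EC10 then isoproterenol at EC100; 0% = low agonist plus stimulus and 100% = saturating agonist plus stimulus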
CHOP inhibitor: inhibitors of CHOP promoter induction, primary screen, cell-based, unfolded protein response, luciferase reporter | hit rate 3.8% among 220,000 | CHO-K1 CHOP-promoter luciferase, tunicamycin-induced, 15-18 h | inhibition, % at 10 µM;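 active = compounds that reduced the stress-induced luciferase reporter signal by more than about 70% of percent inhibition, limit read from the data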;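 also: 0% = tunicamycin plus vehicle and 100% = wells without tunicamycin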
Ba/F3 V617F tox: reduced viability of JAK2V617F-dependent Ba/F3 cells, primary screen, JAK2V617F inhibitor project, cell-based, Ba/F3 EpoR-JAK2V617F, luminescence; ATP luminescence; inhibition, % at 5.6 µM; hit rate 1.1% among 220,000; AID 1446, 2008;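 active = inhibition above the campaign mean plus 3 SD over all tested compounds, cut at about 24% in these data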;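 also: cytokine-independent growth of Ba/F3 cells driven by EpoR plus mutant JAK2; 0% = DMSO-treated cells and 100% = JAK inhibitor I control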
NPY-Y2 PAM-ag: NPY-Y2 potentiators or agonists, primary screen, cell-based | Neuropeptide Y receptor type 2 (Homo sapiens), P49146 | cells expressing NPY-Y2, potentiator/agonist read-out | activation, % at 3.6 µM | hit rate 0.45% among 220,000; in the data active = activation above about 27%;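 also: cells stimulated with NPY near EC25 plus isoproterenol at EC100; 0% = vehicle plus submaximal agonist and 100% = vehicle plus saturating agonist; some results beyond the cut were filed as inactive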
S1P4 ag: S1P4 receptor agonists, primary screen, cell-based; S1P4-expressing cell line, agonist reporter assay; activation, % at 4.98 µM; hit rate 0.35% among 220,000; in the data active = activation above about 11%;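 also: 0% = DMSO vehicle and 100% = reference agonist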
NCF1 inh: p47phox/p22phox peptide binding inhibitors, primary screen, biochemical, uHTS, NADPH oxidase regulatory subunit | Neutrophil cytosol factor 1 (Homo sapiens), P14598 | fluorescence polarization, 2 h | inhibition, % at 24.7 µM | hit rate 0.53% among 220,000 | AID 1274, 2008;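 active = inhibition above about 30%, limit read from the data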;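 also: 0% = p47phox with labelled peptide and 100% = labelled peptide alone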
Target sequence (P14598 whole entry, looked up): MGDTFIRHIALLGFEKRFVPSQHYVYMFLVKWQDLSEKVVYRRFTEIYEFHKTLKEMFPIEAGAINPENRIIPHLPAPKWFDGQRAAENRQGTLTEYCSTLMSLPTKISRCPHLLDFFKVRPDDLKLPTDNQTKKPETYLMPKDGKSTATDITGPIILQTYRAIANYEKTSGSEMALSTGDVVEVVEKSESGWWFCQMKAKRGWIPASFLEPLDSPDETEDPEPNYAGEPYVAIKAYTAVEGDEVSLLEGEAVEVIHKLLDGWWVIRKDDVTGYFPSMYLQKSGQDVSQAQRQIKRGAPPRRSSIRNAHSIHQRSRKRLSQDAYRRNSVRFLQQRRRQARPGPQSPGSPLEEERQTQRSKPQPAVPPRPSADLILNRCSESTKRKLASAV
NPY Y1 blocker: NPY-Y1 receptor antagonists, primary screen, cell-based | Neuropeptide Y receptor type 1 (Homo sapiens), P25929 | HEK293-CNG Y1 cells, membrane potential fluorescence; NPY at EC95, then isoproterenol | inhibition, % at 3.6 µM | hit rate 1% among 200,000;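 active = inhibition above the campaign mean inhibition of all tested compounds plus 3 SD, cut at about 20% in these data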;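 also: 0% = DMSO wells given NPY plus isoproterenol and 100% = isoproterenol alone without NPY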
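Material: HEK293 cells with Y1 receptor plus CNG channel; times: compound incubation 1 h at room temperature, readout 45 min post-stimulation; signal: fluorescence, membrane potential probe; read-out basis: fluorescence ratio normalized to % inhibition between controls; benchmarks: full-block control isoproterenol-only wells, zero-block control NPY plus isoproterenol wells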
* marks the source's active call; other numbers are inactive results; x = no result given.

cpd | molecule | BaF3 tox | S1P4 antag | NPY1 pot ag | CHOP inhibitor | Ba/F3 V617F tox
1 | COc1nc(NCCN2CCOCC2)nc(Nc2ccccc2)n1 | -2 | -17 | 11 | -1 | -3
2 | C=CCn1c(SCc2ccc(OC)cc2)nnc1-c1cccnc1 | 5 | -7 | -9 | -5 | 2
3 | Fc1ccccc1-c1nc2ncccc2o1 | 1 | -5 | 4 | 36 | -4
4 | COc1ccc(CCNC(=O)C2CC(c3cccc([N+](=O)[O-])c3)=NO2)cc1 (centres undefined) | 2 | -2 | -4 | 0 | 1
5 | Cc1cc2c(NC(=O)Nc3ccc(C(F)(F)F)cc3)cccc2nn1 | -2 | -2 | 15 | -15 | -2
6 | CCCCC(=O)NC(=S)NNC(=O)CC#N | 4 | -1 | 7 | 2 | -2
7 | O=c1c2ccccc2ncn1-c1ccc(Cl)cc1Cl | -2 | -11 | 16 | 11 | 3
8 | COC(=O)c1ccc(/C=N/N2CCN(Cc3ccc(C)cc3C)CC2)cc1 | 2 | -18 | 2 | 31 | -4

cpd | NPY-Y2 PAM-ag | S1P4 ag | NCF1 inh | NPY Y1 blocker
1 | 5 | -2.2 | -2 | 1
2 | 13 | 2.7 | 1 | 5
3 | 7 | 0.4 | 1 | 2
4 | -9 | 0.8 | -5 | 5
5 | 19 | -1.1 | -32 | x
6 | 7 | -1.1 | -11 | -3
7 | -5 | 1.4 | -4 | x
8 | 2 | 0.2 | -8 | -3

New compounds follow.
cpd | molecule | BaF3 tox | S1P4 antag | NPY1 pot ag | CHOP inhibitor | Ba/F3 V617F tox
9 | COc1ccc(C(c2c(C)n(C)n(-c3ccccc3)c2=O)c2c(C)n(C)n(-c3ccccc3)c2=O)cc1O | 5 | -1 | 14 | -26 | -5
10 | N#Cc1cnn(-c2cccc(Cl)c2)c1N | 1 | 12 | -1 | -12 | -4
11 | CC1(C)CC(=O)C=C(NNC(=O)c2ccccc2)C1 | 3 | -6 | 8 | 7 | -1
12 | COc1ccc(OC2C(=O)N(Cc3ccc4c(c3)OCO4)C2c2cccs2)cc1 (centres undefined) | 0 | 8 | 7 | 11 | 1
13 | COc1ccc(S(=O)(=O)N2CCCOC2CNC(=O)C(=O)NCCCn2ccnc2)cc1OC (centres undefined) | 6 | -15 | -6 | 4 | 3
14 | COc1ccc(N2CCN(Cc3nc4c(c(=O)n(C)c(=O)n4C)n3C(C)C(C)=O)CC2)cc1 (centres undefined) | 3 | -5 | 8 | -10 | -1
15 | CCCNC(=O)C/C(C)=N/NC(=O)COc1ccc(C)cc1Br | 6 | -11 | -20 | 9 | 2
16 | O=C(O)c1ccccc1NCN1C(=O)C2CC=C(Cl)CC2C1=O (centres undefined) | 1 | -14 | 3 | 24 | -3

cpd | NPY-Y2 PAM-ag | S1P4 ag | NCF1 inh | NPY Y1 blocker
9 | -7 | -0.8 | -7 | 56*
10 | 5 | 0.7 | -3 | -1
11 | 21 | 0.1 | -3 | 0
12 | -7 | 0.5 | -7 | 12
13 | 1 | -0.2 | -6 | -6
14 | -3 | 1.3 | -1 | 0
15 | -6 | -0.2 | -8 | 7
16 | 4 | 2.9 | -6 | -9

Next part
cpd | molecule | BaF3 tox | S1P4 antag | NPY1 pot ag | CHOP inhibitor | Ba/F3 V617F tox
17 | Cc1ccc(-n2c(N)c(C(=O)Nc3c(C)n(C)n(-c4ccccc4)c3=O)c3nc4ccccc4nc32)cc1 | 1 | -5 | 4 | 107* | -3
18 | CCCOC(=O)c1ccc(Cl)c(NC(=O)c2ccc(-c3ccccc3)cc2)c1 | 9 | 5 | -2 | 8 | 1
19 | O=C(c1ccc(F)cc1)c1c[nH]c(C(=O)NCc2ccco2)c1 | -2 | 1 | -12 | 49 | -3
20 | OCC(O)C1OC(Nc2ccc(Br)cc2)C(O)C1O (centres undefined) | 3 | -8 | 12 | 17 | -2
21 | CC(C)(C)C(=O)N1NC(=Nc2ccccc2)SC1(C)C | 2 | 7 | 14 | 7 | 3
22 | O=c1cc(CSc2nnc(-c3ccccc3)o2)c2ccccc2[nH]1 | 1 | -4 | -37 | -10 | -1
23 | CC(CN1CCOCC1)OC(=O)c1ccc2c(c1)OCCO2 (centres undefined) | 0 | -13 | 20 | 28 | -5
24 | O=C(OCc1ccccc1)c1ccc2c(c1)-c1ccccc1C2=O | 1 | 3 | 22 | 56 | -3

cpd | NPY-Y2 PAM-ag | S1P4 ag | NCF1 inh | NPY Y1 blocker
17 | 6 | 3.1 | 12 | -1
18 | -24 | 1.3 | -4 | -2
19 | 6 | -2.4 | -4 | 0
20 | -6 | -0.8 | 0 | -2
21 | 29 | 1.3 | -17 | x
22 | -4 | 0.4 | -6 | 1
23 | 3 | 0.1 | -3 | 3
24 | -1 | 3.6 | 5 | -1

Part of the list above in order of length of the SMILES, highest first.
cpd | molecule | BaF3 tox | S1P4 antag | NPY1 pot ag | CHOP inhibitor | Ba/F3 V617F tox
18 | CCCOC(=O)c1ccc(Cl)c(NC(=O)c2ccc(-c3ccccc3)cc2)c1 | 9 | 5 | -2 | 8 | 1
5 | Cc1cc2c(NC(=O)Nc3ccc(C(F)(F)F)cc3)cccc2nn1 | -2 | -2 | 15 | -15 | -2
16 | O=C(O)c1ccccc1NCN1C(=O)C2CC=C(Cl)CC2C1=O (centres undefined) | 1 | -14 | 3 | 24 | -3

cpd | NPY-Y2 PAM-ag | S1P4 ag | NCF1 inh | NPY Y1 blocker
18 | -24 | 1.3 | -4 | -2
5 | 19 | -1.1 | -32 | x
16 | 4 | 2.9 | -6 | -9

The list goes on:
cpd | molecule | BaF3 tox | S1P4 antag | NPY1 pot ag | CHOP inhibitor | Ba/F3 V617F tox
25 | C=CCO/N=C(/C)c1c(O)c(CC)c(-c2ccccc2)n(-c2ccccc2)c1=O | 2 | -1 | -6 | 72* | -3
26 | CC(C)c1nc(SCC(=O)Nc2cccc(C(F)(F)F)c2)c2c(=O)n(C)c(=O)n(C)c2n1 | 4 | -10 | -16 | 70* | 0
27 | COc1cccc(NC(=O)C2CCCN2C(=O)Nc2ccccc2F)c1 (centres undefined) | 9 | -6 | 2 | 35 | 3
28 | N[C@@H](CO)c1nnc([C@H](CC(=O)O)NC(=O)C2CCNCC2)o1 | 2 | -6 | 8 | -3 | 1
29 | c1ccc(-c2c3ccccc3nc3[nH]c4ccccc4c23)cc1 | 4 | -1 | -54 | 7 | -2
30 | O=C(N/N=C/c1cccc(F)c1)c1cc(-c2ccco2)nc2ccccc12 | 5 | -13 | -5 | 8 | 3
31 | O=C(c1csc(Nc2ccccc2Cl)n1)N1CCCC1 | 1 | -18 | 22 | -3 | -3
32 | CC(C)(C)n1ncc2c(=O)n(CC(=O)Nc3ccccc3)cnc21 | 2 | -8 | -5 | 15 | -4

cpd | NPY-Y2 PAM-ag | S1P4 ag | NCF1 inh | NPY Y1 blocker
25 | -4 | 1.3 | -5 | 5
26 | 12 | 1.6 | -16 | 8
27 | -1 | 1.0 | -8 | -1
28 | -1 | -0.4 | 1 | -2
29 | -26 | 3.6 | -10 | -1
30 | -6 | -0.7 | -40 | -4
31 | 17 | 1.4 | -1 | -5
32 | -3 | -0.4 | 0 | 5

The results go on.
cpd | molecule | BaF3 tox | S1P4 antag | NPY1 pot ag | CHOP inhibitor | Ba/F3 V617F tox
33 | COc1cc(/C=C2/C(=O)N(c3ccc([N+](=O)[O-])cc3)N=C2N2CCOCC2)ccc1O | 2 | 11 | 3 | 12 | 2
34 | O=C(O)c1cc(-c2cccnc2)nc2ccc(Br)cc12 | 4 | 1 | 8 | 9 | 0
35 | CCn1c(N2CCN(S(=O)(=O)c3ccc(F)cc3)CC2)nc2ccccc21 | 6 | -4 | 0 | 17 | -1
36 | Cn1c2c(c(=O)n(C)c1=O)C(C(F)(F)F)(C(F)(F)F)N=C(c1ccccc1Cl)N2 | 4 | -6 | -5 | 45 | 2
37 | O=C(N/N=C/c1cc2ccccc2nc1Cl)c1ccncc1 | 4 | 7 | 13 | 11 | 0
38 | Cn1cccc1CC(=O)NNC(=S)NC(=O)c1ccc(F)cc1 | 2 | -19 | 27 | 37 | -5
39 | Cc1ccc(N(Cc2cc3ccc(C)cc3[nH]c2=O)S(C)(=O)=O)c(C)c1 | 1 | -7 | 5 | 20 | -3
40 | COc1cc(OC)c(C2CC(=O)N3CN(c4ccccc4C)CSC3=C2C#N)cc1OC (centres undefined) | 2 | -17 | 4 | 35 | -1

cpd | NPY-Y2 PAM-ag | S1P4 ag | NCF1 inh | NPY Y1 blocker
33 | -1 | -1.3 | -8 | x
34 | 11 | -0.2 | 1 | -1
35 | -10 | -0.1 | 0 | 2
36 | 11 | -1.7 | -2 | -2
37 | -9 | -0.2 | -2 | 7
38 | 1 | 0.0 | -2 | x
39 | 3 | 0.8 | -17 | x
40 | -6 | 1.3 | 47* | 0

Following part.
cpd | molecule | BaF3 tox | S1P4 antag | NPY1 pot ag | CHOP inhibitor | Ba/F3 V617F tox
41 | Cc1onc(-c2ccccc2Cl)c1C(=O)Nc1cccc(-c2cn3cccnc3n2)c1 | 6 | -16 | 6 | 22 | -1
42 | S=C1NCN(Cc2ccco2)CN1Cc1ccco1 | -2 | 7 | -7 | 0 | 1
43 | C=CC(=O)NCc1ccc(-c2csnn2)cc1 | -2 | 5 | 13 | 23 | -4
44 | O=C(NCc1ccccc1)C1=C[C@@H](c2ccc(Br)cc2)C[C@@H](OCCCCO)O1 | -1 | 16 | -12 | 36 | -4
45 | O=C(N/N=C/c1ccc2c(c1)OCO2)c1cc(-c2ccc(F)cc2)nc2ccccc12 | 6 | -7 | -50 | -3 | 0
46 | CN1C(=O)c2ccccc2C(C(=O)O)C1c1cccc(Cl)c1 (centres undefined) | 4 | 5 | -2 | -2 | -1
47 | O=C1c2cccc3cccc(c23)C(=O)N1CCN1CCN(CC(O)COCc2ccc(Cl)cc2)CC1 (centres undefined) | 7 | -7 | 37* | 67 | 1
48 | CC(NC(=O)OCc1ccccc1)C(=O)NCC1CCCO1 (centres undefined) | 4 | -9 | -6 | -1 | -2
49 | O=[N+]([O-])c1cccc(-c2n[nH]c(=S)n2Cc2ccccc2)c1 | 5 | -4 | -1 | 17 | 0
50 | COc1ccc(S(=O)(=O)N2CCCC2C(=O)NCc2cccs2)cc1 (centres undefined) | 1 | -6 | 13 | 1 | -3
51 | COc1cc(SC)ccc1C(=O)Nc1c(C)cccc1C | 4 | 81* | -5 | 44 | -3

cpd | NPY-Y2 PAM-ag | S1P4 ag | NCF1 inh | NPY Y1 blocker
41 | 4 | -3.4 | -15 | 4
42 | 5 | -0.4 | -2 | x
43 | 6 | 0.8 | 0 | x
44 | 3 | -1.3 | -14 | -2
45 | -15 | -0.5 | -2 | 6
46 | -4 | 0.4 | -10 | 2
47 | 29 | -0.6 | -4 | 3
48 | 16 | -1.6 | -6 | -11
49 | -8 | -2.8 | 0 | 4
50 | 21 | -2.9 | -9 | 4
51 | -18 | 0.0 | -6 | 4

Values by screen from the entries so far.
Nos. 44–50 in NCF1 inh, in turn: -14, -2, -10, -4, -6, 0, -9
